Bioassay records: PubChem, National Center for Advancing Translational Sciences (NCATS)
HEK293 tox – kills HEK 293 cells | HEK 293 viability, ATP luminescence (CellTiter-Glo), 48-72 h | Potency, µM (titrated, usually from 115 µM), inactives show at the highest dose activity change, negative = cytotoxicity, most hits filed as inhibitors | actives 6.6% (n = 94,000) | AID 1345083; further: potency means the concentration at half of the fitted maximal effect; nearly all actives have a fitted effect of over 60% in size
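Read-out: CellTiter-Glo ATP luminescence. Cells: HEK 293, 250 cells/well. Exposure: 48 or 72 hr, 37 degree Celsius.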
NIH3T3 tox – kills NIH 3T3 cells | NIH 3T3 viability, CellTiter-Glo ATP luminescence, 48-72 h | Potency, µM (highest dose often 96.7 µM), without a hit: at the top dose activity change, negative = cytotoxicity, hits mostly inhibitors | actives 4.3% (n = 94,000) | AID 1345082; further: potency means the concentration at half of the fitted maximal effect; nearly all actives have a fitted effect of over 55% in size
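NIH 3T3 cells at 400 cells/well received 23 nL of compound by pintool and were incubated 48 or 72 h at 37 °C. Viability was read as ATP-coupled CellTiter-Glo luminescence.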
SNCA expr inh – SNCA gene expression inhibition | AID 1671194 | actives 0.17% (n = 140,000) | HEK-293 SNCA-luciferase knock-in, luminescence, 24 h | Potency, µM (series often up to 57.2 µM), for the others: at the highest dose activity change, negative = inhibition, actives largely listed as inhibitors;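 further: potency means the concentration at half of the fitted maximal effect; plate controls were DMSO cells for no effect and cell-free wells for full effect; nearly all actives have a fitted effect of over 45% in size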
Luciferase inh – blocks purified firefly luciferase enzyme activity | P08659 | purified P. pyralis luciferase, luminescence, biochemical | Potency, µM (series often up to 115 µM), inactives show top-dose activity change, negative = inhibition, usual class: inhibitors | actives 2.5% (n = 76,000); further: potency means the concentration at half of the fitted maximal effect; nearly all actives have a fitted effect of over 65% in size
Target sequence (P08659 whole entry, looked up): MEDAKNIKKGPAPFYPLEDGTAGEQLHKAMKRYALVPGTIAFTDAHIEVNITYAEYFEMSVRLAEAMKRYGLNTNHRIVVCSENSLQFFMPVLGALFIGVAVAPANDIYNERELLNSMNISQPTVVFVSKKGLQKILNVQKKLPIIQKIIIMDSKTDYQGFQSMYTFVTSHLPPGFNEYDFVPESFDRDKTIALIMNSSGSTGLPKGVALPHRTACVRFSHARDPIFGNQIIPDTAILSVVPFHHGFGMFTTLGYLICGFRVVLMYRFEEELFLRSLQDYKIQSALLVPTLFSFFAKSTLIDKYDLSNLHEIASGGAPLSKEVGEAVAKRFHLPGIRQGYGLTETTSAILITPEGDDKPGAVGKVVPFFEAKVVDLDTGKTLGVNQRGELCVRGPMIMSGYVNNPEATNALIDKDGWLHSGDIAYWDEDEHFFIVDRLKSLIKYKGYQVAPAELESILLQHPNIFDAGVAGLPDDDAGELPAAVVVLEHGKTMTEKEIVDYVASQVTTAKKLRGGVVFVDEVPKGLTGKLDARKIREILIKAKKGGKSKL
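Luminescence read by CCD imager after adding enzyme (10nM final) to wells holding compound, titrated in qHTS. Substrates 10uM each D-luciferin and ATP; buffer 50mM Tris acetate pH 7.5, 10mM Mg acetate, Tween-20, BSA.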
HEK293 viab – reduces viability of HEK-293 SNCA reporter cells; HEK-293-SNCA-luc viability, GF-AFC fluorescence, 24 h; Potency, µM (highest dose often 57.1 µM), for the others: at the top dose activity change, negative = cytotoxicity, actives largely listed as cytotoxic; actives 0.12% (n = 150,000);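 further: potency means the concentration at half of the fitted maximal effect; 0% = DMSO-treated cells and -100% = medium-only wells without cells; nearly all actives have a fitted effect of over 30% in size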
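Cytotoxicity counterscreen: after 24 h compound treatment of genome-edited SNCA-luciferase HEK-293 cells, live-cell protease substrate GF-AFC read by fluorescence after 30 min; activity scaled between DMSO (0%) and medium-only (-100%), curves Hill-fitted.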
GPT2 inh – inhibitors of human GPT2 alanine aminotransferase | Q8TD30 | Recombinant GPT2, coupled pyruvate oxidase/HRP Amplex Red fluorescence | Potency, µM (top dose mostly 57.7 µM), for inactives: at the top dose activity change, negative = inhibition, actives largely listed as inhibitors | actives 0.25% (n = 100,000); further: potency means the concentration at half of the fitted maximal effect; nearly all actives have a fitted effect of over 60% in size; many of its hits are not listed in these tables
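GPT2 10ng/uL, a-KG 250uM, L-Ala 2mM, HEPES pH7.5 + 0.0001% Tween; 30 min RT. Then Amplex mix (PO/HRP/ThPP), 30 min RT dark, fluorescence. AOA 50uM used as positive control.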
IP6K1 inh – IP6K1 kinase inhibition | IP6K1 kinase, ADP-Glo luminescence, 2 h; stronger effect = lower value | actives 0.81% (n = 140,000) | activity change, % (series mostly up to about 58 µM) | Q92551; in the data active means activity change below about -25%
Target sequence (Q92551 whole entry, looked up): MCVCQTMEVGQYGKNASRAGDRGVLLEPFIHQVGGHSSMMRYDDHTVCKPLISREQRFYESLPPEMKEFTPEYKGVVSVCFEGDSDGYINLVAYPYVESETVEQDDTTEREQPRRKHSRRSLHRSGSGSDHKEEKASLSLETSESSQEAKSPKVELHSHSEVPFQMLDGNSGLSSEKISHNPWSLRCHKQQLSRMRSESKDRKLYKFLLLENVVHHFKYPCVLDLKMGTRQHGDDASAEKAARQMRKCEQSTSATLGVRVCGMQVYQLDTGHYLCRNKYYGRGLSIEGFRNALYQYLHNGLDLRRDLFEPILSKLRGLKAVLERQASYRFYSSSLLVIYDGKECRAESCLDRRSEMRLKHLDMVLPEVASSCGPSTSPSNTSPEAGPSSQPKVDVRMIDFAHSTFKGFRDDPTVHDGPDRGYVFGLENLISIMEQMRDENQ
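ADP-Glo luminescence measures ADP made by human IP6K1 during a 2 h RT reaction with ATP/IP6 (mix at 1.3 mM/130 uM); top library doses 57.5 and 19.1 uM final.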
Numbers without * were called inactive; i = inactive; u = inconclusive; x = no result given; & = joins results of further samples; [ ] = another dose, or the depositor's remark. Unless noted, the call rests on the fitted dose curve; in most records, active means well fitted curve in the direction sought with a large enough effect; inconclusive means small, poorly fitted or top-dose-only effect, or another doubt; inactive means no such curve, though single readings can be large; an effect the other way counts as inactive or inconclusive. Unless noted, on the % scale 0 is the no-effect control and ±100 the full control effect.

Results follow in this order: HEK293 tox	NIH3T3 tox	SNCA expr inh	Luciferase inh	HEK293 viab	GPT2 inh	IP6K1 inh
CSc1ccc(CNC(=O)c2cc3n(n2)CC(c2ccc(Cl)cc2)OC3)cc1 (stereo unspecified)
→ u	u	-7%	-14%	-3%	-1%	-7
CCSc1ncc(Cl)c(C(=O)Nc2c(C(=O)Nc3ccc(Cl)cc3)oc3ccccc23)n1
→ x	x	u	x	4%	x	40
CN(Cc1ccccc1)C(=O)CCc1nc(C2CCCN2C(=O)C2CCC2)no1 (stereo unspecified)
→ -4%	2%	-23%	-10%	-12%	i	28
CS(=O)(=O)N1CCC(OC2CCN(C(=O)Nc3ccccc3F)CC2)CC1
→ -29%	-2%	7%	-10%	11%	-10%	-3
CN(C)CCN(Cc1ccc(Cl)cc1)c1ccccn1
→ x	x	33%[activator]	x	4%	i	-5
Cc1c(NC(=O)C(C)(C)Oc2ccc(Cl)cc2)cccc1-c1nc2ncccc2o1
→ x	x	3%	x	7%	x	0
COc1cc(C(=O)NC2CCCc3c2[nH]c2ccccc32)cc(OC)c1OC (stereo unspecified)
→ u	u	u	-2%	-20%	i	-8
Cc1cc(C(=O)N2CC(Oc3ccc(-c4nc(-c5ccccc5)no4)cc3)C2)n[nH]1
→ 7%	i	19%	u	-19%	-10%	-4
COc1cccc(NC(=O)COc2ccc(-c3nnc4n3CCCC4)cc2)c1
→ 3%	-13%	14%	-15%	-4%	u	3
Cc1ccc(C(=O)N2CCCn3cc(-c4ccccc4)nc32)cn1
→ u	2%	92%[activator]	-16%	-22%	4%	-5
CN1CCC(N2CCN(C(=O)c3c(F)cccc3F)CC2)C1=O (stereo unspecified)
→ 3%	i	17%	1%	19%	-6%	2
CCc1ccc2nc(N(Cc3cccnc3)C(=O)c3ccc(C#N)cc3)sc2c1
→ x	x	47%[activator]	x	-7%	x	-19
CC(=O)c1cccc(NC(=O)N2C[C@H](c3nc(-c4ccncc4)no3)[C@@H](C)C2)c1
→ -29%	-22%	-9%	2%	-14%	i	0
O=C1N(c2ccccc2)c2ccccc2C12CCN(CC1CCCCC1)C2 (stereo unspecified)
→ u	u	-1%	x	-7%	i	0
CN(Cc1cccnc1)C1CCc2ccccc21 (stereo unspecified)
→ u	u	-19%&6%[87.6 µM]	-2%[172 µM]	5%&4%[87.6 µM]	1%[88.5 µM]	-5&1
CC(C)(C)CC(=O)NC1CCN(c2ccc(F)cc2)C1=O (stereo unspecified)
→ 3%	i	6%	9%	11%	-11%	4
O=C(C1CC1)N1CCC(c2nn(-c3ccccn3)c(=O)[nH]2)CC1
→ i	-19%[138 µM]	-11%[87.6 µM]	x	-1%[87.6 µM]	i	12
CCOc1ccccc1NC(=O)c1c(NC(=O)COc2ccc(Cl)cc2)sc2c1CCCCC2
→ x	x	0%	x	-12%	x	6
O=C(Cc1ccc(F)cc1)NCCc1csc(-c2ccc(C(F)(F)F)cc2)n1
→ x	x	-15%	x	8%	x	5
Cc1c(C(=O)Nc2nc(-c3ccc(F)cc3)ns2)oc2ccc(Br)cc12
→ x	x	35%[activator]	x	-12%	x	15
CSc1ccc(CCNC(=O)C2CCN(c3ncnc4c3nc3n4CCCCC3)CC2)cc1
→ x	x	15%	x	0%	x	4
Cc1cn(C[C@H](N)C(=O)O)c(=O)n(Cc2ccsc2C(=O)O)c1=O
→ x	x	x	x	-6%	u	0
O=C(NCc1cccnc1)c1ccc2nccn2c1
→ -2%&0%[172 µM]	-15%&-3%[138 µM]	-10%&40%[87.6 µM]	2%[172 µM]	20%&5%[87.6 µM]	-27%&-12%[88.5 µM]	5&-5
O=C(Cc1ccc2c(c1)OCO2)NCc1cccnc1N1CCOCC1
→ -10%	-17%	114%[activator]	28µM*	-2%	-21%	7
Cc1cc(C)c(Cn2c3ccccc3c3cnn(CC(=O)N4CCCCC4)c(=O)c32)c(C)c1
→ x	x	8%	x	0%	x	3
NC1CCCCN(Cc2ccc(Cl)c(F)c2)C1 (stereo unspecified)
→ u	u	-9%	2%	1%	2%	-8
CCNC(=O)N1CCc2cc(OC)c(OC)cc2C1CNC(=O)C1CC1 (stereo unspecified)
→ -5%	-5%	10%	1%	2%	1%	-13
Cc1ccncc1C(=O)N1CCCC(c2nc(-c3cccnc3)no2)CCNC(=O)CC1 (stereo unspecified)
→ i	i	20%	1%	-6%	-2%	8
CCOc1ccc(Br)cc1C1NC(=O)c2c(sc3c2CCN(C)C3)N1 (stereo unspecified)
→ x	x	27%	x	6%	x	-13
COc1cccc(CCC(=O)N2CCC3(CC2)CCC(O)(CN(C)C)CC3)c1
→ -23%	-8%	53%[activator]	16%	-19%	-3%	-13

In a second layout: entries from further up
| structure | HEK293 tox | NIH3T3 tox | SNCA expr inh | Luciferase inh | HEK293 viab | GPT2 inh | IP6K1 inh |
| --- | --- | --- | --- | --- | --- | --- | --- |
| O=C(Cc1ccc(F)cc1)NCCc1csc(-c2ccc(C(F)(F)F)cc2)n1 | x | x | -15% | x | 8% | x | 5 |
| Cc1ccncc1C(=O)N1CCCC(c2nc(-c3cccnc3)no2)CCNC(=O)CC1 (stereo unspecified) | i | i | 20% | 1% | -6% | -2% | 8 |

Continued.
Results follow in this order: HEK293 tox	NIH3T3 tox	SNCA expr inh	Luciferase inh	HEK293 viab	GPT2 inh	IP6K1 inh
O=C(NCC1CC1)c1cccc(OC2CN(Cc3cc4ccccc4nc3Cl)C2)c1
→ u	u	u	x	u	i	17
COc1ccc(C(=O)N2CC3CC(C2)[C@H]2CCCC(=O)N2C3)c(OC)n1 (stereo partly specified)
→ 11%	i	13%	13%	6%	i	-12
COC(=O)c1cccc(Nc2nn3c(=O)c4cc5c(cc4nc3s2)OCO5)c1
→ x	x	-15%	x	6%	x	-9
CCc1cc(C(=O)N2CCOCC2CC(=O)N2CCSCC2)cs1 (stereo unspecified)
→ 1%	-18%	-1%	4%	9%	-2%	9
Cc1ccccc1Cn1c(=O)n(CC2CCC(C(=O)N3CCOCC3)CC2)c(=O)c2sccc21 (stereo unspecified)
→ x	x	-7%	x	5%	x	-11
CN(Cc1cccn1C)C(=O)c1ccc(Cl)nc1
→ i	-2%[138 µM]	20%[87.6 µM]	6%[172 µM]	-19%[87.6 µM]	i	-14
COc1cc2c3cc1Oc1cc(ccc1O)C[C@@H]1c4c(cc(OC)c(O)c4Oc4ccc(cc4)C[C@@H]3N(C)CC2)CC[N+]1(C)C
→ x	x	-19%[25.6 µM]	x	21%[23.9 µM]	-11%	-2
COc1ccc(Cl)cc1-c1nc(C2CC(=O)N(C3CCCCC3)C2)no1 (stereo unspecified)
→ u	u	-22%	5%	9%	i	5
Cc1nnc([C@@H]2CC(F)(F)CN2C(=O)c2nn(C)c3ccccc23)o1
→ -16%	-18%	2%	-5%	-5%	2%	34
CC(C)NC(=O)N1CCCCC1CCn1cc(-c2ccccc2)nn1 (stereo unspecified)
→ -17%	-27%	17%	x	0%	i	26
CCCNC(=O)N1CCCC(c2nc(CCOCC3CC3)no2)C1 (stereo unspecified)
→ i	3%	10%	-3%	-3%	i	-13
CC(C)OCCCN(C)C1CCN(S(=O)(=O)c2csc(C(N)=O)c2)CC1
→ x	x	19%	x	-14%	x	4
COc1cccc([S+](=O)([O-])N2CCC3(CC2)C(=O)NN=C3c2ccncc2)c1
→ u	-38%	12%	5%	-9%	-23%	-8
CCN(Cc1ccccc1)C(=O)Cn1c(=O)n(-c2ccccc2)c(=O)c2c1c1cc(C)ccc1n2C
→ x	x	-22%	x	-15%	x	-8
CNC(=O)[C@@H](c1ccc(Cl)cc1)N1CCC[C@H]1C(=O)N1CC[C@@H](O)C1
→ i	i	14%[87.6 µM]	-3%[172 µM]	5%[87.6 µM]	-4%[88.5 µM]	-1
C1CC(N2CCC(c3nc(C4CCOC4)no3)CC2)CCO1 (stereo unspecified)
→ 0%	2%	4%	-2%	5%	i	11
N#Cc1cccc(CN2CCCC23Cc2ccccc2CNC3=O)c1 (stereo unspecified)
→ -7%	-16%	16%	x	8%	1%	-6
Cc1c(C)n(Cc2ccc(Cl)cc2)c2ccc(C(=O)NCCc3ccc(S(N)(=O)=O)cc3)cc12
→ x	x	-28%	x	-1%	x	1
O=C(c1cc2cc(F)ccc2[nH]1)N1CCCC(CO)(Cc2cccc(Cl)c2)C1 (stereo unspecified)
→ 79µM*	u	87%[activator]	u	-4%	u	2
COc1ccccc1N1CCN(C(=O)c2cc(-c3ccc(F)cc3)on2)CC1
→ x	x	-14%	x	-12%	x	15
COc1cc(NC(=O)Cn2ccn(-c3cc(C)cc(C)c3)c(=O)c2=O)cc(OC)c1
→ x	x	0%	x	-11%	x	19
O=C(Cc1cccc(F)c1)NCCC1CCN(C(=O)Nc2ccc(F)cc2F)CC1
→ -4%	-14%	-1%	3%	-1%	i	0
CN(C)CC1CCn2c(c(C3=C(c4cn(C)c5ccccc45)C(=O)NC3=O)c3ccccc32)C1 (stereo unspecified)
→ x	x	x	x	u	i	-8
CCC(=O)N1c2ccccc2CC1C(=O)NCCCN1CCN(c2ccc(F)cc2)CC1 (stereo unspecified)
→ x	x	3%	x	5%	x	42
O=C(NC1CCCCCC1)C1CCN(c2ccnc3ccnn23)CC1
→ u	-50%[138 µM]	8%[87.6 µM]	x	10%[87.6 µM]	-1%[88.5 µM]	-4
c1ccc(CN2C[C@H]3CCN(C4CCOCC4)C[C@H]32)cc1
→ -11%	-7%	-47%	-9%	-14%[12.5 µM]	5%	14
CCC1=C(c2ccc(C)cc2)S(=O)(=O)N=C1N1CCC(C(=O)NCc2ccccc2Cl)CC1
→ x	x	-5%	x	-14%	x	9
CCc1cccc(NC(=O)Cn2cc(C(=O)c3ccncc3)c(=O)c3cc(C)c(C)cc32)c1
→ x	x	u	x	u	x	-3
CC(=O)c1ccc(NC(=O)Cn2ncc3c4ccccc4n(Cc4ccccc4)c3c2=O)cc1
→ x	x	22%	x	1%	x	4
C=CCOCC(O)CN1CCC(=O)N(Cc2ccccc2)Cc2c1ccc(OC)c2OCC=C (stereo unspecified)
→ u	u	x	x	x	x	-5
Cc1ccc(Cn2ccn3nc(-c4ccccc4)c(CO)c3c2=O)cc1
→ u	u	43%[activator]	u	-5%	i	20
Cn1c(CO[C@H]2CN(C(=O)Nc3ccccc3)C[C@H]2F)nc2ccccc21
→ -4%[172 µM]	2%[138 µM]	8%[87.6 µM]	7%[172 µM]	5%[87.6 µM]	i	-4
COc1ccc([S+](=O)([O-])c2nnn3c2nc(NCCCOC(C)C)c2ccccc23)cc1
→ -1%	-10%	12%	x	-6%	-5%	3
Cn1cc(-c2cccnc2)c2nc(COc3ccccc3)cn2c1=O
→ -30%[172 µM]	u	45%[activator][87.6 µM]	0%[172 µM]	-9%[87.6 µM]	-13%[88.5 µM]	6
CCOc1ccccc1Nc1nc2c(S(=O)(=O)c3ccc(C)cc3)nnn2c2ccsc12
→ x	x	0%	x	-7%	x	12
Cc1ccc(CCNC(=O)c2ccc(Cn3c(=O)c4cccn4c4cccnc43)cc2)cc1
→ x	x	1%	x	-7%	x	0

An excerpt, so the mix of outcomes need not match the whole.
